High-throughput results as filed in PubChem.
FEN1 inhibitor: human FEN1 inhibition; P39748; Recombinant FEN1 flap cleavage, fluorescence, 15 min; Potency, µM (series often up to 114 µM), for the others: top-dose activity change, negative = inhibition, usual class: inhibitors; actives 0.35% (n = 390,000); also: nearly all actives have a fitted effect of over 65% in size
Target sequence (P39748 whole entry, looked up): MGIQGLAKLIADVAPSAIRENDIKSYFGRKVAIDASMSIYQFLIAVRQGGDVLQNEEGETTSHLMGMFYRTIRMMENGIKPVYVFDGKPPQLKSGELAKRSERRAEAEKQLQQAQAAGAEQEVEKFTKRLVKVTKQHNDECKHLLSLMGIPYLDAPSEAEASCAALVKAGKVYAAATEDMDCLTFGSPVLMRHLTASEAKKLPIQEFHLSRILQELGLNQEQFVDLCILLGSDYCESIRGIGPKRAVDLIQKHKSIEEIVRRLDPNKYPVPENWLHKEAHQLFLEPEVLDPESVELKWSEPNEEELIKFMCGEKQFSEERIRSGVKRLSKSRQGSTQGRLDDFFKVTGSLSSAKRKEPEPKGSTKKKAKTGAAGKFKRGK
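Read-out was taken twice, immediately and after 15 min, following addition of 50 nM substrate to 10 nM FEN1 that had sat with test compound for 15 min at room temperature. Curves came from a four-parameter Hill model.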
N370S GC mod: inhibitors or activators of N370S glucocerebrosidase for Gaucher disease | N370S GC spleen homogenate, 4MU-glucoside fluorescence | actives 0.092% (n = 330,000) | P04062 | Potency, µM (highest dose often 59.4 µM), for the others: at the top dose activity change, negative = inhibition, hits mostly inhibitors;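 also: 0% = full enzyme activity and -100% = no enzyme basal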
KAT2A inh: GCN5L2 (KAT2A) acetyltransferase inhibition | Q92830 | GCN5L2 HAT assay, ThioGlo1 CoA-SH fluorescence | Potency, µM (doses to about 58.9 µM), without a hit: at the highest dose activity change, negative = inhibition, hits mostly inhibitors | actives 0.21% (n = 390,000) | AID 504327
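qHTS, 1536-well. 20nM enzyme, pH 7.5 HEPES/EDTA/Tween-20 buffer; 15 min compound preinc., RT. Start: 75uM H3(1-25), 70uM AcCoA, 50uM ThioGlo1. Read Ex340/Em540 at t=0 (autofluorescence flag) and t=20 min.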
Starred values were filed as active, the others as inactive; ? = inconclusive; · = no result given; & = joins results of further samples; [ ] = dose if it differs, or a comment. Calls follow the shape of the dose curve; as a rule, active = well fitted curve in the direction sought with a large enough effect; inconclusive = small, poorly fitted or top-dose-only effect, or another doubt; inactive = no such curve, though single readings can be large; an effect the other way counts as inactive or inconclusive. Unless noted, % is scaled to controls: 0 for no effect and ±100 for the full control effect; potency is read from the fitted curve at half-maximal effect.

FEN1 inhibitor	N370S GC mod	KAT2A inh	mol
-10%	-9%	-4%	COc1ccccc1NC(=O)C(C)N1CCN(C/C=C/c2ccccc2)CC1 (stereo not given)
2%	10%	-3%	CC(C)(C)S(=O)(=O)c1ccccc1C(=O)O
7%	2%	-3%	Cc1ccc(S(=O)(=O)N[C@H](C(=O)N2CCC(C(=O)N3CCC[C@H]3C(=O)O)CC2)C(C)C)cc1
-1%	12%	-5%	CCNC(=S)NNC(=O)c1cc(-c2cccc(C)c2)nc2ccccc12
0%	·	5%	CCc1ccc(NS(=O)(=O)c2cc(-c3cnc(C4CC4)o3)ccc2C)cc1
-9%	-3%	-3%	Cc1ccc(C(=O)COC(=O)CN2C(=O)C3C4CC(C(Br)C4Br)C3C2=O)cc1 (stereo not given)
0%	6%	-6%	O=C(O)C1CCCN1C(=O)OCC1c2ccccc2-c2ccccc21 (stereo not given)
3%	·	-1%	CCN(Cc1ccc2c(c1)OCCO2)S(=O)(=O)c1ccc(NC(C)=O)cc1
11%	5%	-1%	O=C(c1ccccc1)c1cc2ccccc2o1
-9%	?	3%	CCN(CC)CCCN(Cc1cc2cc3c(cc2[nH]c1=O)OCO3)C(=S)NC
-14%	-9%	-25%	COc1cccc(Oc2nc(-c3ccccc3O)nc3ccccc23)c1
20%	-2%	-14%	Cc1ccc(C(=O)NCCCN2CCOCC2)cc1Cl
-5%	-8%	-7%	Cc1csc(NC(=O)c2ccccc2)n1
-5%	·	-6%	CCCCOC(=O)Cn1nnc2sc(-c3ccccc3)cc2c1=O
-14%	·	-17%	CCc1ccc(CN(Cc2ccco2)c2cnc(S(C)(=O)=O)nc2C(=O)Nc2c(C)cccc2C)cc1
9%	-3%	3%	CCCCCC/C=C/c1ccc([C@H]2[C@H]3C=CC[C@@H](C)[C@@H]3C(=O)N2Cc2ccccc2)c(F)c1
4%	·	-4%	CCc1ccc(-c2cn3c(n2)sc2cc(C(=O)NC4CCCCC4)ccc23)cc1
0%	·	-11%	Cc1ccc(-c2nc3cc(Cl)ccc3o2)cc1NC(=O)COc1ccc(F)cc1
7%	-2%	-6%	CCc1nnc(NC(=O)CCC(=O)N2CCN(c3cccc(Cl)c3)CC2)s1
-2%	-14%	?	COc1ccccc1CN1CC(C(=O)NCc2cccnc2)CC1=O (stereo not given)
-4%	·	-2%	N#Cc1ccc(OCC(=O)N2CCN(C(=O)c3ccco3)CC2)cc1
-20%	·	-6%	Cc1nnc2c3ccccc3nc(N3CCN(c4cccc(Cl)c4)CC3)n12
1%	-8%	-13%	O=C1Nc2ccc([N+](=O)[O-])cc2OC1CCN1CCCC1 (stereo not given)
2%	6%	-3%	O=C(C1CCCN(Cc2cccs2)C1)N1CCCCCC1 (stereo not given)
-18%	-9%	-15%	c1ccc(-c2ccc(-c3[nH]ncc3CN3CCC(N4CCSCC4)CC3)cc2)cc1

Exported with values under each structure: entries from further up.
Order of values – FEN1 inhibitor | N370S GC mod | KAT2A inh
O=C(c1ccccc1)c1cc2ccccc2o1
  11% | 5% | -1%
CCN(CC)CCCN(Cc1cc2cc3c(cc2[nH]c1=O)OCO3)C(=S)NC
  -9% | ? | 3%
COc1cccc(Oc2nc(-c3ccccc3O)nc3ccccc23)c1
  -14% | -9% | -25%

Other compounds
FEN1 inhibitor	N370S GC mod	KAT2A inh	mol
-9%	-3%	0%	C[C@]12C=CC(=O)C=C1CC[C@@H]1[C@@H]2C(=O)C[C@@]2(C)[C@H]1CC[C@]2(O)C(=O)COC(=O)CCC(=O)O
-17%	6%[12.8 µM]	-8%	CSC1=C(C#N)C(c2ccccc2Cl)C2=C(N1)c1ccccc1C2=O (stereo not given)
-4%	6%	-6%	CN1c2ccccc2C2(C)CCCC3=Cc4cccc([N+](=O)[O-])c4OC312 (stereo not given)
0%	9%	-5%	O=C(O)CN(c1ccccc1[N+](=O)[O-])S(=O)(=O)c1ccccc1
-3%	-8%	0%	C=CCN=C(NC#N)SCCc1ccccc1
4%	22%	0%	O=C(NCc1cccnc1)C1c2ccccc2C(=O)N1C1CCCCCC1 (stereo not given)
-32%	-16%	-5%	COC1=CC(=Cc2c(N)n3nc(CC(=O)N4CCCCC4)sc3nc2=O)C=C(OC)C1=O
-13%	13%	1%	Cc1cn(-c2ccccc2)c(C)c1/C=N\Nc1nc(N2CCOCC2)nc(N2CCOCC2)n1
-4%	-4%	-3%	Cc1cc(Br)ccc1SCC(=O)N1CCN(S(=O)(=O)c2ccccc2)CC1
7%	·	0%	CC1CCCCC12NC(=O)N(CC(=O)OCC(=O)Nc1ccc(F)cc1[N+](=O)[O-])C2=O (stereo not given)
4%	-14%	0%	Cc1ccc(C(=O)NNC(=O)c2ccc(NS(=O)(=O)c3cccs3)cc2)s1
24%	1%	-6%	CCc1ccc(NC(=O)C2CCN(S(=O)(=O)c3ccc4c(c3)NC(=O)CO4)CC2)cc1
7%	-17%	-3%	COCCCN1C(=O)c2ccc(C(=O)Nc3ccc(OC)cc3OC)cc2C1=O
-4%	5%[2.35 µM]	-10%	N/C(=N\c1nc2ccccc2o1)NC(=O)C(Cc1ccccc1)N1C(=O)c2ccccc2C1=O (stereo not given)
-1%	?	-1%	O=[N+]([O-])c1ccc(C2CCCC/C2=N/OCc2ccccc2F)c([N+](=O)[O-])c1 (stereo not given)
6%	·	-2%	COc1ccc(N2CCN(C(=O)COC(=O)c3ccc(CSC)o3)CC2)cc1
18%	7%	-6%	CC(C)(C)C(=O)CSc1nc(N)cc(=O)[nH]1
·	-4%	-10%	CCC(CC)C(=O)Nc1cc(Cl)ccc1C
7%	1%	-2%	COc1ccccc1CC(=O)NCCN1CCCCC1
-15%	14%	-8%	CCOc1ccc(CCNC(=O)COC(=O)c2ccc(OC(C)C)cc2)cc1OCC
-13%	0%&-4%	3%&10%	CC(C)(C)OC(=O)N1CCC[C@@H]1CO
-23%	17%	-23%	COC(=O)c1ccc(C(=O)OC)c(NC(=O)COC(=O)C2CCC(C(C)(C)C)CC2)c1 (stereo not given)
-2%	16%	9%	COC(=O)c1c(NC(=O)C2c3ccccc3Oc3ccccc32)sc(C)c1C
-2%	·	-2%	CC(=O)NC(CC(=O)Nc1ccc(S(=O)(=O)NC2=NCCCCC2)cc1)c1ccccc1 (stereo not given)
-21%	2%	-6%	CCn1c(CNc2ccccc2Cl)nnc1SCC(=O)OC1CCCCC1

Among those listed so far, these contain bromine:
FEN1 inhibitor	N370S GC mod	KAT2A inh	mol
-9%	-3%	-3%	Cc1ccc(C(=O)COC(=O)CN2C(=O)C3C4CC(C(Br)C4Br)C3C2=O)cc1 (stereo not given)
-4%	-4%	-3%	Cc1cc(Br)ccc1SCC(=O)N1CCN(S(=O)(=O)c2ccccc2)CC1

Four of the entries above in order of the N370S GC mod value, low to high.
FEN1 inhibitor	N370S GC mod	KAT2A inh	mol
-32%	-16%	-5%	COC1=CC(=Cc2c(N)n3nc(CC(=O)N4CCCCC4)sc3nc2=O)C=C(OC)C1=O
24%	1%	-6%	CCc1ccc(NC(=O)C2CCN(S(=O)(=O)c3ccc4c(c3)NC(=O)CO4)CC2)cc1
18%	7%	-6%	CC(C)(C)C(=O)CSc1nc(N)cc(=O)[nH]1
0%	9%	-5%	O=C(O)CN(c1ccccc1[N+](=O)[O-])S(=O)(=O)c1ccccc1

Next section:
FEN1 inhibitor	N370S GC mod	KAT2A inh	mol
2%	-1%	-7%	Cc1cc(C)cc(NCc2ccncc2)c1
-12%	-1%	-23%	COc1ccc(NC(=S)Nc2ccc(C)c(Cl)c2)cc1OC
-21%	2%	-3%	O=C(Cn1cnc2c(cnn2-c2ccccc2)c1=O)OCc1ccccc1
17%	·	-4%	CCc1cc2c(cc(C(=O)OC)n2Cc2nc(-c3ccc(C)cc3)oc2C)s1
9%	·	-6%	Cc1ccc(Cl)cc1N1CCN(C(=O)CCS(=O)(=O)c2cc(Br)cc3c2N(C(=O)C2CC2)CC3)CC1
-11%	3%	-13%	CCOC(=O)CSC1=C(C#N)C(c2ccccc2)C(C(C)=O)=C(C)N1 (stereo not given)
7%	11%	2%	CCOc1cc(Cl)c(NC(=O)c2ccco2)cc1OCC
4%	1%	-3%	O=C(Nc1ccc(F)cc1)Nc1ccccc1F
-3%	-5%	-12%	CC1CN(C(=O)c2ccc(-c3cccc(C(F)(F)F)c3)o2)CC(C)O1 (stereo not given)
17%	·	-10%	COc1ccc2nc(-c3ccccc3)cc(C(=O)N3CCC3)c2c1
-1%	·	-7%	CCc1nn(CC(=O)N2CCN(c3cccc(Cl)c3)CC2)c(=O)c2cc3sccc3n12
6%	·	-9%	CSc1ncc(C(=O)Nc2cc(Cl)ccc2C)c(-c2ccccc2)n1
4%	-5%	-20%	CCN(CC)P(=O)(Nc1cccc(C(F)(F)F)c1)c1ccc(N(C)C)cc1NC(=O)c1ccco1 (stereo not given)
-2%	8%	-16%	Clc1ccc2nc(CN3CCCCCC3)cn2c1
-5%	1%	-1%	O=C(CCc1ccc(S(=O)(=O)NCc2ccccc2)cc1)NCC1CCCO1 (stereo not given)
6%	5%	-5%	O=C(CSc1ccccn1)N1CCN(c2cccc(Cl)c2)CC1
-6%	3%	0%	O=C(NCCCN1CCOCC1)c1ccc2ccccc2c1
-10%	2%	4%	CC(=NCCc1ccccc1)C1=C(O)COC1=O
4%	-22%	0%	CCOc1ccc(NC(=O)CN(C)CC(=O)Nc2ccc(Br)cc2F)cc1OCC
-13%	-5%	-10%	Cn1ccnc1C(OC(=O)c1ccccc1)C(F)(F)F (stereo not given)
-13%	·	-15%	O=C(NCc1ccc(Cl)cc1)C(=O)NCC(c1cccnc1)N1CCN(c2ccccc2)CC1 (stereo not given)
-11%	-2%	-16%	Fc1ccc(NC(=S)N2CCc3[nH]c4ccccc4c3C2)cc1
15%	3%	1%	CCOc1cc(C(=S)N2CCCC2)ccc1OCC(=O)Nc1c(C)cc(C)cc1C
-8%	-1%	-1%	CCCn1c(=C(C#N)C#N)s/c(=C2\C=Cc3ccccc3N2CC)c1=O
2%&-6%	-9%	-5%&2%	CCc1ccc(NC(=O)C2CCCN(S(=O)(=O)c3ccc4[nH]c(=O)ccc4c3)C2)cc1 (stereo not given)
-1%	-3%	-1%	CCOC(=O)C1(Cc2cccc(Cl)c2)CCCN(C(=O)c2ccnn2C)C1 (stereo not given)
·	17%	0%	C[C@]12CCC3c4ccc(OC(=O)c5ccccc5)cc4CCC3C1CCC2=O (stereo not given in full)
-1%	-3%	-3%	CCc1ccccc1NC(=O)CCCN1C(=O)C2CC=CCC2C1=O (stereo not given)
35%	-5%	·	O=C(Cn1c(C(=O)NCCCN2CCOCC2)cc2sccc21)c1ccccc1
-25%	24%	-15%	CN1CCN(CCCNC(=O)c2ccc3c(c2)N(Cc2ccccc2)CCS3)CC1
38%[activator]	3%	0%	Cn1c(=O)n(C)c2cc(NS(=O)(=O)c3ccc(Cl)s3)ccc21
-6%	·	-5%	O=C(Nc1ccc(F)c(Cl)c1)C1CCCN(c2ncnc3onc(-c4ccc(F)cc4)c23)C1 (stereo not given)
-22%	·	-17%	COc1ccc(-c2cn(-c3ccc(C)cc3)c(S(=O)(=O)CC(=O)Nc3ccc(F)cc3)n2)cc1
5%	1%	-13%	COc1ccc(NC(=S)Nc2ccccc2F)c(OC)c1
0%	18%	-1%	CC(C)CCn1c(S(=O)(=O)O)nc2ccccc21
-2%	-11%	-6%	CCCCn1c(SCC(N)=O)nc2ccc(N3CCOCC3)cc2c1=O
-8%	-16%	-4%	CC1(C)CC2CC(C)(CN2/C=C2/CCCCC2=O)C1 (stereo not given)
-10%	26%	-1%	COc1ccc(CCn2c(C(C)C)nc3c(c(=O)c4ccccc4n3C)c2=O)cc1
-10%	-15%	2%	CCOc1cc(CNCCO)c(Cl)cc1OCC(=O)NCCc1ccccc1
13%	·	3%	CCC12CN3CC(C)(CN(C1)C3c1c[nH]c3ccc(OC)cc13)C2=O (stereo not given)
4%	-16%	0%	CCCc1[nH]nc2c1C(/C(C)=C/c1ccccc1)C(C#N)=C(N)O2 (stereo not given)
-12%	·	-2%	CC(C)n1nccc1NS(=O)(=O)c1ccccc1
3%	·	16%	COc1ccc(CNC(=O)Cn2c(=O)nc(-c3ccccc3)c3ccccc32)cc1OC
·	2%	-6%	NC(=O)c1sc(-c2ccsc2)cc1N
14%&0%	-7%	-6%&3%	Cc1nc2nc(SCC(=O)O)nn2c(C)c1Cc1c(F)cccc1Cl
21%	2%	-5%	COCCN1C(=O)c2oc3ccccc3c(=O)c2C1c1cccc(O)c1 (stereo not given)
19%	-27%	-13%	O=c1c(Cc2c(F)cccc2Cl)c(O)ccn1CCc1ccccn1
-8%	-2%	-17%	Cc1ccc(CN2C(=NC(=O)CCC(=O)O)SC3CS(=O)(=O)CC32)cc1 (stereo not given)

Not all compounds are listed (hit frequency here may not be typical).
